EWS-Fli inh: EWS/Fli transcriptional activity inhibition; A673 NR0B1-luciferase reporter, viability-normalised; inhibition, % at 12.6 µM; 350,000 compounds, 0.67% hits;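 active = mean inhibition of at least 50% after viability correction, with every replicate also passing that limit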;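 also: firefly luciferase signal divided by Alamar Blue viability fluorescence both relative to DMSO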
PAX8 reporter: inhibitors of PAX8 transcriptional activity in RMG-I cells. RMG-I TPO-luciferase reporter, SteadyGlo, 24 h. inhibition, % at 12.6 µM. 360,000 compounds, 1.2% hits. AID 652154;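 active = mean replicate inhibition at least 60% with every replicate also reaching 60%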;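 also: luciferase light reporting Pax8 driven TPO promoter activity; plate controls were median of neutral control wells for no effect and mitoxantrone controls for full effect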
miR-122 sensor: blocks miR-122 activity in Huh7 sensor cells; Huh7 miR-122 Renilla luciferase sensor, 48 h; neutral wells = 0, positive control = 100; activation (reporter increase), % at 12.5 µM; 340,000 compounds, 0.3% hits; AID 602342;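 active = mean replicate activation score at least 90 and every replicate individually at or above 90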;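 also: higher luciferase means less miR-122 activity so hits act as miR-122 inhibitors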
PGC1a acetyl inh: modulators of PGC1a acetylation; 350,000 compounds, 0.17% hits; inhibition, % at 15.6 µM; U2OS PGC1a acetylation, AlphaScreen anti-acetyl-lysine; with virally co-expressed GCN5 acetyltransferase;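 active = every replicate shows inhibition of at least 40%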;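 also: 0% = neutral control wells and 100% = positive control wells; some results beyond the cut were filed as inactive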
Casp6 inh: inhibitors of human caspase-6; purified caspase-6, Z-VEID-R110 cleavage fluorescence; inhibition, % at 12.5 µM; 350,000 compounds, 0.53% hits; AID 686996;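 active = mean inhibition across replicates at least about 35%, with every replicate also reaching that limit, limit read from the data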;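 also: 0% = median of neutral control wells and 100% = no fluorescence left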
Target sequence (P55212 24-179 limits assumed): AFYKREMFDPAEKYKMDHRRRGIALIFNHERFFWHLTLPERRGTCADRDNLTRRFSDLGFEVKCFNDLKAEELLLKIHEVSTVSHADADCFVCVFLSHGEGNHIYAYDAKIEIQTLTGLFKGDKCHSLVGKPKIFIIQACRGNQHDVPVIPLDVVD
Target sequence (P55212 194-293 limits assumed): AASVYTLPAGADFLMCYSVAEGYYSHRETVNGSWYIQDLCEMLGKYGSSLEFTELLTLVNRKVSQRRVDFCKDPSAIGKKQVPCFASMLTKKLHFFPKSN
Cneo AK release: Cryptococcus neoformans lysis via adenylate kinase release; C. neoformans lysis, adenylate kinase release luminescence, 4 h; normalised: neutral wells 0, clomiphene wells 100; lysis activity, % at 15 µM; 360,000 compounds, 0.2% hits; AID 651654;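 active = mean lysis activity across replicates of at least 80%, whatever share of replicates individually reach that level; inactive = mean lysis activity below 80%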
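Assay system: log-phase C. neoformans yeast / Quantity: yeast cell density of 5 × 10^6 cells/mL / Medium: fresh YPD growth medium / Compound: single dose / Timing: static 4 h at 37 °C with compound, 1 h detection / Measured by: adenylate kinase release luminescence / Read-out: lysis from increased AK signal / Benchmarks: Clomiphene as positive lysis control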
LGR2 inh: blocks bursicon-induced cAMP signaling via Drosophila LGR2; HEK293 LGR2, CRE-luciferase, bursicon-stimulated, 4 h; inhibition, % at 9.99 µM; 380,000 compounds, 0.35% hits; AID 720647;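 active = drop in luminescence signal, shown as inhibition above about 50% in the replicate tests, limit read from the data, passing the limit was not always enough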;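 also: agonist challenge used bursicon conditioned medium at about half maximal strength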
FN deposit inh: fibronectin deposition inhibition. inhibition, % at 12.6 µM. 350,000 compounds, 0.086% hits. AID 743247. AH1F fibroblasts, Alexa488-fibronectin deposition fluorescence, overnight;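 active = mean inhibition across replicates of 30% or more, regardless of how many single replicates reach that level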;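 also: positive control wells lacked labelled fibronectin entirely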
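Assay system: AH1F fibroblasts / Quantity: 10000 cells per well / Medium: DMEM plus 2% serum, read in PBS / Reagent: labelled fibronectin 24 nM / Dosing: single dose, pinned / Times: 1 h cell attachment, overnight exposure to compound and label / Signal: fluorescence, ex 485 nm, em 525 nm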
Starred values were filed as active, the others as inactive; . = not tested or not shown; & = joins results of further samples; [ ] = remark or other dose. Outcome played no part in choosing rows. Share with any hit: about 2.5%.

no.	smiles	EWS-Fli inh	PAX8 reporter	miR-122 sensor	PGC1a acetyl inh	Casp6 inh	Cneo AK release	LGR2 inh	FN deposit inh
1	CC(=O)Nc1ccc(NC(=O)C2C3C=CC(C3)C2C(=O)O)cc1 (stereo unspecified)	4	2	-3	1	1	6	-11	-4
2	CC(C)(Oc1ccc(Cl)cc1)C(=O)N1CCC(C(N)=O)CC1	-5	25	-2	4	13	-2	-22	-16
3	CO[C@@H]1CN(C)C(=O)c2cc(NC(=O)Nc3cccc(Cl)c3)ccc2OC[C@H](C)NC[C@H]1C	-8	17	.	-7	-6	3	7	11&6
4	CN(C)C(CNc1ccc(S(C)(=O)=O)cc1[N+](=O)[O-])Cc1ccccc1 (stereo unspecified)	-6	-8	-1	-9	-3	8	-2	2
5	CC(=O)Nc1cccc2c1C(=O)N(c1ccc(OC(C)=O)cc1)C2=O	11	-14	.	-5	1	.	1	-7
6	O=C(CC1NCCNC1=O)Nc1cccc([N+](=O)[O-])c1 (stereo unspecified)	-7	12	-4	.	.	.	15	4
7	CC(=O)c1ccc(Nc2nc3ccc(C)cc3n3cnnc23)cc1	-5	-11	-31	-5	1	3	-6	-7
8	CC(=O)Nc1ccc(NC(=O)C(C)OC(=O)c2ccc(-n3cnnn3)cc2)cc1 (stereo unspecified)	-3	-1	.	.	-3	.	-1	.
9	Clc1ccc(OCCN2CCN(c3ncnc4sccc34)CC2)cc1	.	.	-7	11	.	-6	.	-14
10	C[C@H](CO)N1C[C@H](C)[C@@H](CN(C)Cc2ccc(C(=O)Nc3ccccc3N)cc2)Oc2ccc(NS(=O)(=O)c3ccccc3)cc2C1=O	7	-7	-5[16.7 µM]	-1	-24	-2	-10	.
11	C=CCNc1nc(C(=O)OCC(=O)c2ccccc2)cs1	.	-154	1	-6	-2	-1	-21	.
12	CS(=O)(=O)c1ccc2nc(NC(=O)Nc3ccc(Cl)cc3)sc2c1	-9	-19	.	.	0	.	-12	13
13	Cc1ccc(NC(=S)N2CCCC2)cc1Cl	.	-38	25	-3	4	2	-8	7
14	O=C(N[C@H]1CC[C@@H](CCNS(=O)(=O)c2ccc(F)cc2)O[C@H]1CO)C1CCOCC1	3	10	6[16.7 µM]	13	-2	1	-7	.
15	COc1ccc(NS(=O)(=O)c2cccc(Cl)c2)cc1S(=O)(=O)N1CCCCC1	6	20	438*	.	2	0	-2	1

Some of these compounds in order of number of heavy atoms, ascending.
no.	smiles	EWS-Fli inh	PAX8 reporter	miR-122 sensor	PGC1a acetyl inh	Casp6 inh	Cneo AK release	LGR2 inh	FN deposit inh
6	O=C(CC1NCCNC1=O)Nc1cccc([N+](=O)[O-])c1 (stereo unspecified)	-7	12	-4	.	.	.	15	4
11	C=CCNc1nc(C(=O)OCC(=O)c2ccccc2)cs1	.	-154	1	-6	-2	-1	-21	.
9	Clc1ccc(OCCN2CCN(c3ncnc4sccc34)CC2)cc1	.	.	-7	11	.	-6	.	-14

(more compounds)
no.	smiles	EWS-Fli inh	PAX8 reporter	miR-122 sensor	PGC1a acetyl inh	Casp6 inh	Cneo AK release	LGR2 inh	FN deposit inh
16	O=C(Nc1ccc(-c2ccc3nncn3n2)cc1)C1CCCCC1	-35	-10	8	-9	-2	0	-11	-8
17	CCCNc1ccc(S(=O)(=O)N(CC)CC)cn1	.	-3	-3	4	.	1	-12	-2
18	CC(=O)c1cccc(NC(=O)c2ccc(CN3CCc4ccccc4C3)cc2)c1	-13	-9	.	.	-2	0	7	2
19	O=C(CN1CCOCC1)NCC[C@@H]1CC[C@H](NC(=O)c2ccccc2F)[C@H](CO)O1	-1	-8	.	3	-1	16	4	4
20	CCOCCCn1c(SCC(=O)Nc2oc(C)c3c(C)n[nH]c(=O)c23)nc2ccccc2c1=O	-3	1	1	5	3	-1	6	5
21	COc1ccc(NC(=O)CSc2nc3ccccc3nc2N2CCCC2)c(OC)c1	1	16	-3	-10	-1	0	.	-1
22	O=C(C[C@H]1CC[C@H](NC(=O)c2ccccn2)[C@H](CO)O1)NCc1cccc(F)c1	-34	-4	.	-7	-2	42	-7	.
23	COc1ccc(C(=O)Cc2ccc(OC)c(OC)c2)cc1	.	.	-2	0	.	-1	-48	-1
24	Cc1nc2cc(OC3(C)CCN(Cc4ccc(OC(F)(F)F)cc4)C3)ccc2s1 (stereo unspecified)	6	.	-8	-8	2	5	-17	-3
25	COc1cccc(-c2ccc3c(c2)[C@H]2[C@H](CCN2C(=O)Cc2ccccc2)[C@H](CO)N3)c1	12	9	-10[16.7 µM]	-4	-1	48	8	-7
26	COc1ccc(Cl)cc1/C=C/c1ccc2cccc(O)c2n1	-45	9	.	.	1	.	-39	8
27	CC1(C(=O)NCc2cccc(C(F)(F)F)c2)CCN1Cc1cc2ccccc2o1 (stereo unspecified)	4	12	-5	1	3	0	22	-1
28	Cc1cccc(OCC(=O)Nc2cccc(C(=O)NCC(C)C)c2)c1	.	9	6	-5	.	0	-8	-8
29	Cc1nn(CC(=O)N2CCN(C(=O)c3ccco3)CC2)c(C)c1[N+](=O)[O-]	2	3	-9	2	3	1	0	.
30	Cc1cccc(NC(=O)CCC(=O)N/N=C/c2cccnc2)c1	.	.	-6	1	1	-3	-3	-3

(listing goes on)
no.	smiles	EWS-Fli inh	PAX8 reporter	miR-122 sensor	PGC1a acetyl inh	Casp6 inh	Cneo AK release	LGR2 inh	FN deposit inh
31	COc1ccc2oc(=O)c(C(C)=O)cc2c1	.	.	4	8	4	2	-20	-2
32	COc1ccc(S(=O)(=O)NCc2ccccn2)c(C)c1C	-3	-22	10	-10	1	-7	9	1
33	Cc1cc(C)n(-c2ccc(C(=O)OC(C)C(=O)Nc3ccc(C(N)=O)cc3)cc2)n1 (stereo unspecified)	3	.	2	-25	0	0	20	0
34	CC(=O)N(C)C[C@@H]1Oc2ncc(C#CCc3ccccc3)cc2C(=O)N([C@H](C)CO)C[C@@H]1C	0	.	-3[16.7 µM]	7	0	-4	-19	10
35	C[C@@H]1CN([C@@H](C)CO)S(=O)(=O)c2ccc(-c3ccc(F)cc3)cc2O[C@H]1CN(C)C(=O)Nc1ccc(F)cc1	19	.	6[16.7 µM]	-7	.	.	19	13
36	c1ccc(-c2cc(-c3nnco3)c3ccccc3n2)nc1	-6	5	1	-2	-2	0	-7	.
37	O=C(c1ccccc1F)N1C[C@@H]2[C@H](c3ccccc31)[C@@H](CO)N2C(=O)c1cccnc1	5	1	-8[16.7 µM]	7	27	1	-6	.
38	O=C(Nc1ccccc1)[C@@H]1[C@@H](CO)[C@@H]2Cn3c(cccc3=O)[C@H]1N2C(=O)c1ccc(F)cc1	4	-3	1[16.7 µM]	-7	0	1	-4	-3
39	Cc1nn(CCCC(=O)NCCc2ccccc2)c(=O)c2nccn12	1	-11	-4	4	-1	4	5	11
40	COc1ccc(CN(C)C[C@@H]2Oc3ccc(NS(=O)(=O)c4ccc(Cl)cc4)cc3C(=O)N([C@H](C)CO)C[C@@H]2C)cc1	7	6	-4[16.7 µM]	0	2	4	13	-5
41	COc1ccc(NC(=O)COC(=O)CCC(=O)c2cccs2)cc1OC	2	-3	-7	-2	0	0	14	8
42	CCOc1ccc(CN(C)C(=O)c2cccc(S(=O)(=O)N3CCCC3)c2)cc1OC	-2	9	4	6	-4	1	3	4
43	COc1cc(OC)cc(C(=O)/C=C2\Sc3ccccc3N2C)c1	-46	-47	-3	9	-3	-3	-10	1
44	COC(=O)COc1ccc(/C=C2/SC(=O)N(CC(=O)N3CCCC3)C2=O)cc1Br	.	11	-6	4	.	.	.	-6
45	COCCC1CCCCN1C(=O)c1cccc(OC2CCN(C3CCCC3)CC2)c1 (stereo unspecified)	-32	18	2	-3	1	-1	-6	1

Next part
no.	smiles	EWS-Fli inh	PAX8 reporter	miR-122 sensor	PGC1a acetyl inh	Casp6 inh	Cneo AK release	LGR2 inh	FN deposit inh
46	O=Cc1ccccc1-n1cccn1	3	4	.	.	-2	.	-3	.
47	CCN(CC)C(=O)CS(=O)CC(=O)Nc1cc(OCCOC)c(Cl)cc1Cl (stereo unspecified)	14	12	-1	9	1	.	4	1
48	CCCC(=O)Nc1ccc2c(c1)C(=O)N(CCC(=O)O)C2=O	.	.	-4	-12	.	1	-5	-11
49	Cc1ccc(S(=O)(=O)N[C@@H]2CC[C@H](CCNC(=O)C3CCC3)O[C@@H]2CO)cc1	12	-9	.	0	2	0	-4	.
50	Cc1cccc(-c2nc(CS(=O)CC(=O)NCc3cccs3)c(C)o2)c1 (stereo unspecified)	-9	-17	.	.	0	-2	3	-6
51	CCCN1C[C@H](C)[C@H](OC)CN(C)C(=O)c2cc(NC(=O)C3CCC3)ccc2OC[C@@H]1C	8	-3	-9[16.7 µM]	1	.	3	1	2
52	CCOC(=O)c1ccc(N2C(=O)CC(N3CCN(C(=O)c4ccccc4)CC3)C2=O)cc1 (stereo unspecified)	-2	-11	.	.	0	.	1	4
53	CC1CCN(S(=O)(=O)c2ccc(C(=O)Nc3nnc(-c4ccncc4)o3)cc2)CC1	23	6	2	1	2	5	-29	0
54	CCOC(=O)C1CCCc2c1[nH]c1ccc(Cl)cc21 (stereo unspecified)	2	8	1	-10	1	.	-15	-8
55	C[C@H](CO)N1C[C@H](C)[C@@H](CN(C)C(=O)Nc2ccc3c(c2)OCO3)Oc2c(NC(=O)Nc3ccccc3)cccc2C1=O	-7&2	-18&-19	4	-2&1	2&2	-3	17&-34	1
56	C[C@@H]1CN([C@@H](C)CO)C(=O)c2cc(NC(=O)Nc3ccc(F)cc3)ccc2O[C@@H](C)CCCCO[C@H]1CN(C)C	3	-4	-4[16.7 µM]	1	-7	0	10	.
57	O=C(Nc1cccc(Cl)c1)N[C@H]1CC[C@H](CCNC(=O)C2CC2)O[C@@H]1CO	-8	-5	.	11	-1	-9	12	0
58	O=C(Cc1ccccc1)N1C[C@@H]2[C@H](c3ccccc31)[C@@H](CO)N2C(=O)C1CC1	-2	7	10[16.7 µM]	0	3	-3	1	-7
59	O=C(NNC(=O)c1ccccc1F)C1=NN(c2ccccc2)C(=O)CC1	-7	-10	-1	-2	-2	-1	-5	-14
60	Cc1ccc(N(C(=O)CNC(=O)c2ccco2)C(C(=O)NC2CCCC2)c2cccnc2)c(C)c1 (stereo unspecified)	-2	-18	-6	10	-3	4	-4	-6
61	CN1C(=O)/C(=C/c2cccc([N+](=O)[O-])c2)C(=O)N1c1ccccc1	18	11	.	.	17	-1	0	-13
62	Cc1noc(C)c1NC(=O)Nc1ccc2c(c1)CC(=O)N([C@H](C)CO)C[C@@H](C)[C@@H](CN(C)CC1CC1)O2	-6	-37	1[16.7 µM]	-7	4	-8	8	-20
